PAFAH1B2 inh: PAFAH1B2 enzyme inhibitors, primary screen, biochemical, fluorescence polarization, human; Platelet-activating factor acetylhydrolase IB subunit alpha2 (Homo sapiens), P68402; recombinant PAFAH1B2, FP-rhodamine activity probe; inhibition, % at 3.39 µM; hit rate 1.2% among 340,000;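 active means inhibition above the mean of all tested compounds plus 3 SD, cut at about 24% in these data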;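 further: 0% = enzyme with DMSO and 100% = wells lacking PAFAH1B2; many of its hits are not listed in these tables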
Target sequence (P68402 whole entry, looked up): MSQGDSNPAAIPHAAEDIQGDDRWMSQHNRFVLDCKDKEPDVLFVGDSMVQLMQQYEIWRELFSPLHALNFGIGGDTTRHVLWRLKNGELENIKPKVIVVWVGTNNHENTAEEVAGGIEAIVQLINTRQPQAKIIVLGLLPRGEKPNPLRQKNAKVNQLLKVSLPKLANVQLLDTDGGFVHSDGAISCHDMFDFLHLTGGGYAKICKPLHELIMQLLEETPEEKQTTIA
GSTO1 inh: inhibitors of recombinant GSTO1, primary screen, counter-screen for RBBP9 inhibitor project, biochemical, fluorescence polarization; Glutathione S-transferase omega-1 (Homo sapiens), P78417; hit rate 1.1% among 300,000; activity-based probe fluorescence polarization; inhibition, % at 5.96 µM;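 active means inhibition above the campaign mean inhibition plus 3 SD, cut at about 35% in these data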;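 further: 0% = GSTO1-1 with DMSO and 100% = wells lacking GSTO1-1 enzyme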
LYPLA1 counter: LYPLA1 inhibitors, primary screen, counter-screen for PME1 inhibitor project, biochemical, fluorescence polarization, FP-Rh probe ABPP; Acyl-protein thioesterase 1 (Homo sapiens), O75608; recombinant LYPLA1; inhibition, % at 5.9 µM; hit rate 0.16% among 320,000;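 active means inhibition above the mean of all tested compounds plus 3 SD, set per campaign, cut at about 14% in these data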;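 further: inhibitors block serine hydrolase probe labeling of LYPLA1 so polarization falls; 0% = enzyme with DMSO and 100% = wells lacking LYPLA1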
Target sequence (O75608 whole entry, looked up): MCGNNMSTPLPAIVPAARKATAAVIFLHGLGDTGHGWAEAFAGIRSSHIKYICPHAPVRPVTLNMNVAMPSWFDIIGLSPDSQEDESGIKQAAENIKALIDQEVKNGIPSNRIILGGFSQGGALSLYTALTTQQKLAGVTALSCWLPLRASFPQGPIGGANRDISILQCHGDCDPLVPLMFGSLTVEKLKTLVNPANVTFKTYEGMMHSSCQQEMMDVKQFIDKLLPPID
PAFAH1B3 inh: PAFAH1B3 enzyme inhibitors, primary screen, biochemical, fluorescence polarization, human. recombinant PAFAH1B3, FP-rhodamine probe. inhibition, % at 3.39 µM. hit rate 0.28% among 340,000. AID 492972, 2010;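 active means inhibition above the screen-wide average of all tested compounds plus 3 SD, cut at about 25% in these data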;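 further: 0% = enzyme with DMSO only and 100% = wells lacking PAFAH1B3 protein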
Target sequence (Q15102 whole entry, looked up): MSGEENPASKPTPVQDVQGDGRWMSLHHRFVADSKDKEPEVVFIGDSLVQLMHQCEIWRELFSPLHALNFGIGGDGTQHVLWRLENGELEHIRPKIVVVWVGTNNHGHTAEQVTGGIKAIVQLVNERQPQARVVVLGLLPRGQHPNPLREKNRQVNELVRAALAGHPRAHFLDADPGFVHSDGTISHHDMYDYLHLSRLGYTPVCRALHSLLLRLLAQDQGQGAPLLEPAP
PME-1 primary: PME-1 inhibitors via competitive probe labeling, primary screen, biochemical, fluorescence polarization, FP-Rh probe, HTS | recombinant PME-1 | inhibition, % at 5.9 µM | hit rate 0.53% among 320,000 | AID 2130, 2009;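 active means inhibition above the campaign mean of all compounds plus 3 SD, cut at about 26% in these data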;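 further: competitive labeling of PME-1 active site by serine hydrolase directed probe; 0% = PME-1 with DMSO and 100% = wells lacking PME-1 enzyme; inhibitors block probe labeling so polarization falls and inhibition rises; many of its hits are not listed in these tables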
pPAFAH inh: pPAFAH enzyme inhibitors, primary screen, biochemical, fluorescence polarization, human. recombinant pPAFAH, FP-rhodamine probe fluorescence polarization. inhibition, % at 3.39 µM. hit rate 1.5% among 330,000;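 active means inhibition above the mean inhibition across the screen plus 3 SD, cut at about 25% in these data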;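 further: inhibitors block binding of the rhodamine activity-based probe so polarization drops; 0% = enzyme with DMSO and 100% = wells lacking pPAFAH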
PREPL inhibitor: PREPL enzyme inhibitors, primary screen, biochemical, fluorescence polarization | recombinant PREPL, fluorescence polarization activity-based probe | inhibition, % at 5.96 µM | hit rate 0.68% among 320,000; in the data active means inhibition above about 43%;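 further: 0% = enzyme with DMSO and 100% = wells lacking enzyme; many of its hits are not listed in these tables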
PAD4 FP inh: human PAD4 inhibitors, primary screen, biochemical, fluorescence polarization, 1536-well format. Protein-arginine deiminase type-4 (Homo sapiens), Q9UM07. recombinant PAD4, RCA probe fluorescence polarization. inhibition, % at 6.36 µM. hit rate 0.41% among 330,000;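 active means percent inhibition above a cutoff equal to the mean of all tested compounds plus 3 SD, cut at about 15% in these data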;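 further: 0% = PAD4 with RCA probe and DMSO and 100% = probe without PAD4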
LYPLA2 counter: LYPLA2 inhibitors, primary screen, counter-screen for PME1 inhibitor project, biochemical, fluorescence polarization, FP-Rh probe ABPP | recombinant LYPLA2 | hit rate 0.38% among 320,000 | Acyl-protein thioesterase 2 (Homo sapiens), O95372 | inhibition, % at 5.9 µM;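 active means inhibition above the screen-wide mean plus 3 SD, limit set per campaign, cut at about 26% in these data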;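 further: 0% = LYPLA2 with DMSO and 100% = wells lacking LYPLA2 enzyme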
Target sequence (O95372 whole entry, looked up): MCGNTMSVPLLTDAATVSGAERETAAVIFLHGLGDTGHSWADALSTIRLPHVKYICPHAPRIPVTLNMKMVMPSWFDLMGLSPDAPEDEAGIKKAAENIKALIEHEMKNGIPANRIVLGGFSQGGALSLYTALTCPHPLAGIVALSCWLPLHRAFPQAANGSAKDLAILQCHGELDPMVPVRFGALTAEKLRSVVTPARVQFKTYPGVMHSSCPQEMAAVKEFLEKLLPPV
* = called active by the depositor; / = not tested or not shown.

SMILES	PAFAH1B2 inh	GSTO1 inh	LYPLA1 counter	PAFAH1B3 inh	PME-1 primary	pPAFAH inh	PREPL inhibitor	PAD4 FP inh	LYPLA2 counter
CCNC(=S)NNC(=O)CSc1nc2ccccc2n1C	5	-1	2	3	-3	2	4	2	-2
Cc1cc(/C=C2/C(=N)N3C(=NC2=O)SN=C3S(C)(=O)=O)c(C)n1-c1ccc(F)cc1	-2	-43	-7	-2	-5	8	7	-7	-3
CC1CCCN(C(=S)SCC(=O)O)C1 (configuration not stated)	1	5	-1	2	-5	-1	0	2	3
CCCCCCCC/C=C\CCCCCCCC(=O)NCCO	8	5	2	10	-1	3	13	7	3
CCCOc1ccc(-c2nc(N3CCN(CC)CC3)c3ccccc3n2)cc1	4	-2	-4	9	-10	5	4	2	-10
Cc1cc(=O)[nH]c(SCC(=O)Nc2ccc(Br)cc2)n1	10	1	-1	2	-6	3	-8	-1	-4
CC(C)CNC(=O)c1cccc(Cn2cc(Cl)cn2)c1	2	-3	-1	11	-2	3	10	0	0
COc1cc(C(=O)NCc2ccco2)c(Br)c(OC)c1OC	1	-2	-1	8	3	2	8	-2	-1
Cc1csc(NC(=O)Nc2ccc(Cl)cc2)n1	-2	-4	0	8	8	2	1	4	9
CCCc1[nH]nc2c1C(c1ccoc1)C(C#N)=C(N)O2 (configuration not stated)	10	12	0	-7	5	0	6	-2	-2
CCN(CC(=O)Nc1ccc(C(=O)OC)cc1)C1CCCCC1	14	-2	-1	-4	1	0	-2	2	2
CCOc1ccc(CN(C)C(=O)c2ccc(S(=O)(=O)N(C)c3ccccc3OC)cc2)cc1	5	/	0	2	1	1	0	1	10
COc1ccc(N/C(=C2\CCCC2=O)C2CCCCC2)cc1	-10	3	-1	2	0	3	8	2	4
CCCCCCC(=O)N(O)C1CC(=O)N(Cc2ccccc2)C1=O (configuration not stated)	2	7	0	3	3	6	3	-5	-7
CCN1C(=O)c2cccc3c(S(=O)(=O)NC(Cc4c[nH]c5ccccc45)C(=O)O)ccc1c23 (configuration not stated)	12	1	1	3	-1	4	5	-5	-7
O=C(CCc1nc2ccccc2c(=O)[nH]1)NCc1ccco1	1	5	-2	-6	2	2	0	1	-7
COc1ccccc1Oc1ccc2c(c1)C(=O)N(c1ccccc1)C2=O	1	2	0	11	-3	-2	-3	-2	20
O=C(NC(C(=O)N/N=C/c1cc([N+](=O)[O-])ccc1O)c1n[nH]c(=O)c2ccccc12)c1ccccc1 (configuration not stated)	1	-75	-4	-2	49*	12	17	3	-2
CCOc1ccc(NC2CCCCC2NS(=O)(=O)c2ccccc2)cc1 (configuration not stated)	3	-3	4	7	3	7	5	-3	7
OCCC1CN(Cc2cc(F)ccc2-n2cccn2)CCN1C1CCCC1 (configuration not stated)	1	3	-3	7	-1	2	-1	1	-6
Cc1ccc(C)c(OCC(O)CNC2CCCC2)c1 (configuration not stated)	0	3	1	9	-9	-1	14	4	1
O=C(Nc1ccc(N2CCOCC2)cc1)c1ccccc1SCC(=O)N1CCCC1	5	7	1	3	-4	1	19	-9	-2
Cc1cccc(NC2(C(F)(F)F)N=C(c3ccccc3)NC2=O)n1 (configuration not stated)	0	7	2	5	5	3	15	-3	-2
CSc1n[nH]c(NC2=CC(=O)CCC2)n1	4	3	-3	4	-3	4	-7	-1	-3
CN(C)c1ccc(/C=C(\NC(=O)c2ccccc2)C(=O)NCc2ccncc2)cc1	-6	4	-3	-4	1	5	4	-3	1
Cc1cccc(C)c1OCC(=O)NNC(=O)Nc1ccc(Cl)cc1	3	2	-3	0	-2	2	-1	-2	2
Cc1ccc(S(=O)(=O)N2CCCOC2CNC(=O)C(=O)NCCC2=CCCCC2)cc1 (configuration not stated)	16	-2	-2	-1	1	12	2	-5	0
CC(=O)CCc1c(C)[nH]c2ccc(NC(C)=O)cc2c1=O	7	-6	3	-8	1	2	1	1	1
OC(COCc1cccs1)CN1CCN(c2cccc(C(F)(F)F)c2)CC1 (configuration not stated)	2	-1	3	4	-11	1	2	0	34*
CN(C)S(=O)(=O)c1cccc(NC(=O)COC(=O)/C=C/c2ccc([N+](=O)[O-])cc2)c1	1	9	4	1	2	12	16	3	7
CCC(NC(=O)c1cc(COc2cncc(Cl)c2)on1)c1ccc(C)cc1 (configuration not stated)	28*	-2	-1	1	-3	5	-6	-3	7
COc1cccc(C(=O)N/N=C2/SCC(=O)N2CCc2ccc(OC)c(OC)c2)c1	-2	-1	-2	1	3	3	5	-2	1
O=c1[nH]cc(S(=O)(=O)N2CCCc3ccccc32)c(=O)[nH]1	10	7	-1	1	-7	1	5	1	-8
Cc1ccc(-c2nc3c(c(=O)c4ccccc4n3C)c(=O)n2Cc2ccco2)cc1	1	0	-4	19	-4	-4	-1	-4	-11
COc1ccc(-c2nsc3c(SCc4ccccc4)ncnc23)cc1	2	2	6	-1	4	-1	-3	1	3
Cc1nc2ccc(Br)cn2c1NC(C)(C)C	-1	-5	0	0	0	1	6	4	-4
Cc1ccc(NC(=O)c2cccc(-n3cnnn3)c2)cc1Cl	0	/	-1	3	-4	-6	13	-3	-5
COc1ccccc1-c1ccc(C(=O)O)o1	-2	0	1	-3	0	-5	5	-4	3
COc1ccc(CCC(=O)NC(C)C2CCCO2)cc1 (configuration not stated)	1	-3	2	9	-6	0	3	-5	4
O=C(CCNS(=O)(=O)c1ccc(Cl)cc1)N1CCOCC1	5	4	0	3	1	4	15	0	8
CCOC(=O)c1[nH]c(C)c(CN(CCc2ccccc2)S(C)(=O)=O)c1C	4	-1	2	6	3	-3	-2	3	-1
COc1ccc(-c2cn(Cc3ccc(C(=O)c4ccccc4)cc3)nn2)cc1	/	2	-2	/	2	5	-30	3	0
CC(C)Oc1ccc(N2CC(C(=O)OCC(=O)NCc3ccccc3)CC2=O)cc1 (configuration not stated)	-3	3	2	-2	0	18	-7	1	-2
O=C(COC(=O)C1(c2ccc(F)cc2)CCCC1)NCc1ccc2c(c1)OCO2	23	3	-2	-2	5	-2	12	-1	5
CCN1/C(=C/c2ccc3cc(C)ccc3[n+]2CC)Sc2ccccc21	-1	-5	-1	-6	-13	6	65*	-56	-2
O=C(CSc1ccccc1C(=O)NCCCN1CCCC1=O)NCc1ccco1	7	2	-4	3	-6	8	-3	0	0
CCCNC(=O)CSc1nc(Cc2ccccc2)nc2ccccc12	-2	1	1	1	-2	-2	-8	1	0
CC(C)NC(=O)C(c1ccc(F)cc1)N(C(=O)CCC(=O)Nc1ccccn1)c1cccc(F)c1 (configuration not stated)	-2	0	3	-5	-5	1	2	-4	-2
Cc1[nH]c(C(=O)N/N=C/c2ccc(N(C)C)cc2)c(C)c1C(=O)N/N=C/c1ccc(N(C)C)cc1	10	-4	-6	5	5	1	19	0	-11
COCC(C)N=C1NN=C(c2cc(C)n(Cc3ccccc3Cl)c2C)CS1 (configuration not stated)	7	3	3	10	1	26*	-6	2	-3
COc1ccc(C2=NOC(C)(c3nnc(Cc4ccccc4)o3)C2)cc1 (configuration not stated)	1	10	-1	9	0	-2	-4	0	5
Cc1ccc(-c2noc(CCCc3ccccc3)n2)cc1	-2	3	2	2	-1	1	5	-3	1
O=C(CNCC1CCCCC1)Nc1ccccc1N1CCCCC1	3	-8	0	0	-7	5	28	0	-9
CC1(C)C(=O)Nc2ccccc2N1C(=O)COC(=O)c1cc([N+](=O)[O-])ccc1N	4	8	-2	2	5	1	4	1	-3
CNC(=O)/C(=C\c1cccc(Oc2ccccc2)c1)NC(=O)c1ccccc1	4	-6	0	1	-2	6	5	-1	5
O=C(N/N=C/c1ccccn1)c1cc(-c2ccc(Br)cc2)nc2ccccc12	0	-42	-39	9	-36	-13	-30	-3	-70
CCCn1c(O)c(N=NC(=O)CNC(=O)c2cccnc2)c2ccccc21	-5	5	1	5	-8	3	1	-5	-2
CCOc1ccc(C(=O)NCCCCNC(=O)c2ccc(OCC)cc2)cc1	8	3	0	-2	1	4	-6	2	0
Cc1ccnc(NC(=O)C2CCN(S(=O)(=O)c3c(C)c(C)cc(C)c3C)CC2)c1	1	-6	-4	-3	0	-5	11	-9	-13
CCOc1ccc(N2C(=O)CC(N3CCN(C(=O)c4ccco4)CC3)C2=O)cc1 (configuration not stated)	0	5	-6	3	-2	-1	0	4	3

The last 2 compounds of the part above are carried over, then new ones follow.
SMILES	PAFAH1B2 inh	GSTO1 inh	LYPLA1 counter	PAFAH1B3 inh	PME-1 primary	pPAFAH inh	PREPL inhibitor	PAD4 FP inh	LYPLA2 counter
Cc1ccnc(NC(=O)C2CCN(S(=O)(=O)c3c(C)c(C)cc(C)c3C)CC2)c1	1	-6	-4	-3	0	-5	11	-9	-13
CCOc1ccc(N2C(=O)CC(N3CCN(C(=O)c4ccco4)CC3)C2=O)cc1 (configuration not stated)	0	5	-6	3	-2	-1	0	4	3
NC(=O)CSc1nnc2n(N)c(=O)c3ccccc3n12	7	-2	2	0	-6	2	12	1	1
CN(CC(=O)Nc1c(Cl)cccc1Cl)C(=O)C1CSC2(C)CCC(=O)N12 (configuration not stated)	2	2	0	12	6	2	-1	5	1
O=C(CCc1cn(Cc2ccc(F)cc2)c2ccccc12)N1CCOCC1	19	-4	0	17	-9	-7	25	-5	-4
Cc1ccc(C2=NN=C(NC(=O)CSc3nnc4c5ccccc5n(C)c4n3)SC2)cc1	15	0	-10	-1	-15	17	0	23*	-12
CC[C@]12c3[nH]c4cc(-c5ccco5)ccc4c3CCN1C(=O)[C@@H](CC(=O)NCCCN(C)C)C[C@@H]2C(=O)N1CCN(C(=O)c2ccco2)CC1	2	/	/	6	/	7	/	0	/
c1ccc2c(c1)ncc1cccn12	1	1	2	-7	-1	7	-1	-2	1
COc1ccc(N2CCN(Cc3cc4c(cc3O)CCC4)CC2)cc1	2	8	-3	9	11	5	24	-3	8
COc1ccc(NS(=O)(=O)c2cc(C(=O)Nc3ccccc3C(=O)O)ccc2C)cc1	5	1	-5	8	-4	-15	2	-3	-7
CCOc1ccc2c(c1)c(N=NC(N)=S)c(O)n2C	4	3	7	6	2	3	9	0	7
CCOC(=O)C1CCN(C(=O)C2CCN(S(=O)(=O)c3ccc4c(c3)CC(C)N4C(C)=O)CC2)CC1 (configuration not stated)	0	-11	0	6	-3	-1	-2	-3	-1
CSc1ccccc1NC(=O)c1c(Br)cnn1C	-3	5	-1	-1	1	4	-5	1	-1
O=C(N=Nc1c(O)n(C2OC(=O)c3ccccc32)c2ccccc12)c1ccc(O)cc1 (configuration not stated)	-28	4	4	-40	-3	0	5	-1	8
COc1ccccc1NC(=O)C(C)Sc1nc(-c2ccccc2)cn1N (configuration not stated)	2	/	2	0	3	3	9	-2	2
CC(C)c1nnc(SCC(=O)NC2CCCCC2)n1C	4	-2	-3	3	-4	3	-3	-6	-5
COc1ccc(OC)c2sc(NC(=O)C3CC3)nc12	2	-3	-1	3	7	4	-1	0	-2

Screens as filed in PubChem BioAssay.

These rows are one share of the data; rates above refer to the full screens.
